Screening data (PubChem)
TRHR agonist: agonists of human TRH receptor; TRHR cells, calcium flux fluo-8, FDSS agonist mode; activation, % at 2 µM; 360,000 compounds, 0.18% hits; also: 0% is about no effect
Target sequence (P34981 whole entry, looked up): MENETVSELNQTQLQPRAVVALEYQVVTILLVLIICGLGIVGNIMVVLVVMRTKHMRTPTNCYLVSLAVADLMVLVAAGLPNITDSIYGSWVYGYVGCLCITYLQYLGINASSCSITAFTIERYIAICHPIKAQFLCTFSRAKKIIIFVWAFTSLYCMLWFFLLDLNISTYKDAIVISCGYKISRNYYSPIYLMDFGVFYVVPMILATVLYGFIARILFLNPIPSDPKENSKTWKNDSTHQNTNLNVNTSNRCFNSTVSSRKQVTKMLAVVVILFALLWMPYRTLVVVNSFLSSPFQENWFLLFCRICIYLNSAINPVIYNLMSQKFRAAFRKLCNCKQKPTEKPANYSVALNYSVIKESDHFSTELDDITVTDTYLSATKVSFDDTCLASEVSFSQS
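Read-out: compound-evoked intracellular calcium rise in TRHR cells, fluo-8 dye, kinetic FDSS fluorescence at 1 s/cycle following a 10-cycle baseline. Cells cultured overnight before dye loading (30 min–1.5 h, RT).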
D1 agonist: activates the human D1 dopamine receptor. activation, % at 2 µM. 360,000 compounds, 1% hits. P21728. HEK293 T-REx D1 cells, calcium flux, agonist mode. AID 504660; also: 0% is about no effect
Target sequence (P21728 whole entry, looked up): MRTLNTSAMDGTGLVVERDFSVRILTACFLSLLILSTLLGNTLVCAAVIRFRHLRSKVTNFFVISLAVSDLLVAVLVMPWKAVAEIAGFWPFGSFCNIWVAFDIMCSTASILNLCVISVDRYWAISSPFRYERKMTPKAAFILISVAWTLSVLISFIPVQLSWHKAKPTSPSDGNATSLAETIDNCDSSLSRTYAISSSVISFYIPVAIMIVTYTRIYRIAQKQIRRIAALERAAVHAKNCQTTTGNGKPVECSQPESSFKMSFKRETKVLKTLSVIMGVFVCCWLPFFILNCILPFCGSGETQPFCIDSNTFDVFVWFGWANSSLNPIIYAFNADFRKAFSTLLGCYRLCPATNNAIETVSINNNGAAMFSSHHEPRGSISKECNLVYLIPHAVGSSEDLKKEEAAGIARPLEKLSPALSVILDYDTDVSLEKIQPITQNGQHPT
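Agonism was scored from calcium flux recorded over 180 s (1 read/s) after pintool compound addition, following a 10-cycle baseline. Cells were inducible force-coupled HEK293 TREx D1, plated overnight at 30 C and loaded with no-wash calcium dye.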
RXFP1 antagonist: blocks the human relaxin receptor RXFP1; HEK293-RXFP1, relaxin-stimulated cAMP HTRF, 30 min; active compounds read low; Q9HBX9; activity change, negative = inhibition, % at 57.5 µM; 350,000 compounds, 0.59% hits; AID 1259400;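 active = activity change of -60% or lower, but not beyond a set lower limit; inconclusive = change between -60% and -40%, or beyond the set limit; inactive = change above -40%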; also: % is scaled to controls: 0 for no effect and ±100 for the full control effect
TRHR PAM: allosterically enhances the human TRH receptor; P34981; TRHR cells, fluo-8 calcium fluorescence, EC20 TRH enhancement; enhancement, % at 2 µM; 360,000 compounds, 0.66% hits; in the data active = enhancement above about 30%; also: 0% is about no effect
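Enhancer read-out: after compound pinning and an initial kinetic agonist-mode read, an EC20 of TRH (10 nM final) was injected and fluo-8 calcium signal (Ex 480/Em 530) followed at 1 s/cycle for 100 cycles in TRHR-expressing cells.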
D2 potentiator: D2 dopamine receptor (human) potentiation. potentiation, % at 10 µM. 340,000 compounds, 0.34% hits. HEK293 T-REx D2, calcium flux, EC20 dopamine potentiation. AID 485347;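 active = potentiation over 3 SD above the plate norm, cut at about 30% in these data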; also: 0% is about no effect
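Primary screen. Calcium kinetics in induced HEK293 T-REx D2 cells: compound pre-addition 180 s, EC20 dopamine, 180 s more.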
D2 antagonist: D2 dopamine receptor (human) antagonism. P14416. HEK293 TREx D2 cells, calcium flux, dopamine EC80. inhibition, % at 10 µM. 340,000 compounds, 2% hits; in the data active = inhibition above about 30%; also: 0% is about no effect
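Calcium flux kinetic readout in an inducible HEK293 TREx D2 line plated overnight at 30 C. After 180 s compound exposure, an EC80 dopamine challenge follows with another 180 s kinetic read to detect antagonism.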
D1 potentiator: human D1 dopamine receptor positive modulation; P21728; HEK293 TREx D1 cells, calcium flux, dopamine EC20 potentiation; potentiation, % at 10 µM; 360,000 compounds, 0.036% hits; AID 504651; in the data active = potentiation above about 30%; also: 0% is about no effect
D2 agonist: activates the human D2 dopamine receptor. P14416. HEK293 T-REx D2 cells, calcium flux agonist mode. activation, % at 2 µM. 340,000 compounds, 0.53% hits. AID 485358;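 active = activation over 3 SD above normal in the single-dose calcium agonist read, cut at about 30% in these data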; also: 0% is about no effect
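Agonism scored from kinetic calcium signal (1 read/sec, 180 s) following compound pin transfer, after a 10 s baseline. Cells: HEK293 Trex line expressing inducible D2 receptor coupled to calcium, dye-loaded after overnight culture at 30 C.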
D1 antagonist: human D1 dopamine receptor antagonism | activity change, negative = inhibition, % at 10 µM | 360,000 compounds, 3.2% hits | P21728 | HEK293 TREx D1 cells, calcium flux, dopamine EC80; active compounds read low | AID 504652; in the data active = activity change below about -30%; also: % is scaled to controls: 0 for no effect and ±100 for the full control effect
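Tetracycline-induced HEK293 T-REx cells with force-coupled D1 receptor were loaded with a no-wash calcium dye. Compound was added after a 10 s baseline and read kinetically for 180 s; EC80 dopamine was then added and calcium flux followed another 180 s.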
The depositor's hits bear a star; ? = inconclusive; . = no result given; & = joins results of further samples. Rule as the data show it, unless noted: active = activation above about 30%; inactive = the rest.

SMILES	TRHR agonist	D1 agonist	RXFP1 antagonist	TRHR PAM	D2 potentiator	D2 antagonist	D1 potentiator	D2 agonist	D1 antagonist
CCOC(=O)c1ccc(NC(=O)c2cc3c(n(-c4ccc(C)cc4)c2=O)CC(C)(C)CC3=O)cc1	-0.9	1	.	-12	12	.	-1	-2.3	1
CCOc1cc(S(=O)(=O)NCc2ccccn2)c(C)cc1C	-0.3	1	.	-2	2	10	-3	0.7	-1
C=CCn1c(=O)n(CCC#N)c(=O)n(CCC#N)c1=O	0.5	1	-10	2	-6	-26	-1	0.3	31
COc1oc(-c2ccccc2)nc1C(F)(F)F	-0.3	5	-9	-2	12	15	-6	0.1	-6
Cc1cccc(C)c1NC(=O)CNC(=O)Cc1ccc(Br)cc1	0.2	3	-2	-1	-3	5	0	1.6	-12
CCOC(=O)COc1nc(N(C)C)nc(N(C)C)n1	-0.1	-1	-5	-3	-7	-3	-4	0.3	4
CCC(=O)Nc1nnc(SCCN2CCOCC2)s1	0.4	1	-3	1	-2	9	5	0.6	18
CC1(C)C2CCC1(C)C(NC(=O)CCN1CCCCC1)C2 (stereo unspecified)	-0.3	6	6	1	.	.	-10	.	-6
Cc1ccc(CCNC(=O)c2ccc(CS(=O)(=O)c3ccc(Cl)cc3)o2)cc1	0.1	3	-20	3	19	.	-2	1.3	6
CSC1=N/C(=C\C=C\c2cccs2)C(=O)S1	2.2	6	-24	2	4	-3	1	1.0	-7
O=[N+]([O-])c1ccc(/C=N/NC2=NS(=O)(=O)c3ccccc32)cc1	1.3	4	-5	-4	7	9	4	0.0	13
O=C1CSC(=Nc2ccc(Cl)cc2)N1	-0.1	1	2	-4	4	1	-2	-0.7	-11
CCC(C)/C(C)=N/NC(=O)C1COc2ccccc2O1 (stereo unspecified)	0.9	1	3	-1	-1	6	-5	0.8	-14
COc1cccc(/C=C/c2nc(C#N)c(NC3CCCCC3)o2)c1	-1.4	1	.	11	-4	.	4	0.1	18
COCCCNC(=O)c1ccc(Cn2c(=O)c3ccccc3n(CC(=O)NCc3ccco3)c2=O)cc1	1.3	3	9	-5	.	.	-2	.	-3
COc1ccc(NC(=S)NCCN2CCOCC2)cc1	0.2	5	0	2	8	0	-5	0.1	-18
Cc1ccc(C)c(N2CCN(C(=O)c3cnc4c(-c5ccccc5)c(C)nn4c3C)CC2)c1	0.0	10	-30	1	.	.	-6	-0.2	-8
O=C(NCC1CCCO1)c1cc2c([nH]c3ccccc32)c(-c2cccc(Cl)c2)n1 (stereo unspecified)	0.2	2	.	5	-23	-7	1	-0.8	-14
Cc1cccc(C(=O)Nc2nnc(S(=O)(=O)N(C)Cc3ccc(Cl)cc3)s2)c1	0.6	2	-8	-1	-3	.	-3	0.2	-13
CCOc1ccc(S(=O)(=O)Nc2ccc(-c3ccc(N4CCCC4)nn3)cc2)cc1	1.1	4	-8	8	0	.	-5	.	-11

Whole records, quoted from the list.
COCCCNC(=O)c1ccc(Cn2c(=O)c3ccccc3n(CC(=O)NCc3ccco3)c2=O)cc1 reads TRHR agonist: 1.3; D1 agonist: 3; RXFP1 antagonist: 9; TRHR PAM: -5; D2 potentiator: .; D2 antagonist: .; D1 potentiator: -2; D2 agonist: .; D1 antagonist: -3
Cc1cccc(C(=O)Nc2nnc(S(=O)(=O)N(C)Cc3ccc(Cl)cc3)s2)c1 reads TRHR agonist: 0.6; D1 agonist: 2; RXFP1 antagonist: -8; TRHR PAM: -1; D2 potentiator: -3; D2 antagonist: .; D1 potentiator: -3; D2 agonist: 0.2; D1 antagonist: -13

Further structures.
SMILES	TRHR agonist	D1 agonist	RXFP1 antagonist	TRHR PAM	D2 potentiator	D2 antagonist	D1 potentiator	D2 agonist	D1 antagonist
C(=N\Nc1ccccc1)/c1ccc(N2CCOCC2)cc1	-0.3	2	-16	3	7	7	-3	0.3	-11
O=C(CCc1c[nH]c2ccccc12)NCc1cccc(Cl)c1	-1.0	1	0	-4	-6	5	-8	-0.7	0
CCN1CCN(C(=O)CSc2ccc(C)cc2)CC1	0.9	1	12	2	12	-1	-2	0.4	-5
COC(=O)c1ccc2c(=O)n(CCCCCC(=O)NCc3ccc4c(c3)OCO4)c(=O)[nH]c2c1	0.2	1	-4	2	-1	10	-2	1.2	10
O=[N+]([O-])c1cccc(NC(=S)NCCc2ccccc2)c1	-0.8	43*	-1	-2	7	80*	-5	-1.1	-2
COc1cccc(CNC(=O)c2cccc(N3CCCS3(=O)=O)c2)c1	0.2	2	-4	-2	-3	.	1	0.4	-3
COc1cc(SC)ccc1C(=O)N(CC(=O)Nc1ccccc1Br)Cc1ccco1	-0.7	2	-5	4	-5	-13	-3	-1.3	3
COc1ccc(N2CCN(CC(=O)c3ccc(O)c(C)c3O)CC2)cc1	-0.2	3	1	-5	1	-16	-1	0.1	11
CC(=O)Nc1ccc(Nc2cc(C)nc3c(-c4ccccc4)cnn23)cc1	4.0	11	?	2	1	3	-12	4.3	-40*
Cc1ccc(Nc2c(-c3ccc(N4CCOCC4)cc3)nc3ccc(Cl)cn23)cc1	0.0	0	.	3	-4	.	6	0.0	-5

Pulled by compound from the entries so far (3):
SMILES	TRHR agonist	D1 agonist	RXFP1 antagonist	TRHR PAM	D2 potentiator	D2 antagonist	D1 potentiator	D2 agonist	D1 antagonist
COc1ccc(N2CCN(CC(=O)c3ccc(O)c(C)c3O)CC2)cc1	-0.2	3	1	-5	1	-16	-1	0.1	11
COc1cc(SC)ccc1C(=O)N(CC(=O)Nc1ccccc1Br)Cc1ccco1	-0.7	2	-5	4	-5	-13	-3	-1.3	3
O=C(CCc1c[nH]c2ccccc12)NCc1cccc(Cl)c1	-1.0	1	0	-4	-6	5	-8	-0.7	0

Following part.
SMILES	TRHR agonist	D1 agonist	RXFP1 antagonist	TRHR PAM	D2 potentiator	D2 antagonist	D1 potentiator	D2 agonist	D1 antagonist
Cc1ccc(Cl)cc1NC(=O)CSc1nccn1C	-0.2	0	-6	-5	-1	.	-3	-0.3	-35*
CSc1nnc(-c2cccc(C)c2)n1N	-0.6	1	-1	-3	4	-2	-4	0.6	-4
CC(=O)Nc1ccc(S(=O)(=O)N2CCC(NC(=O)C(Cc3ccc(C)cc3)NC(C)=O)CC2)cc1 (stereo unspecified)	0.2	1	-27	-11	-11	-5	3	0.3	0
Cc1ccc(N2CC(O)=C(c3ccccc3)C2=N)cc1	-0.3	1	-3	-5	-2	14	-7	-0.7	7
Cc1ccc(C)c(OCc2cc(C(=O)NC(C)c3cnn(C)c3)no2)c1 (stereo unspecified)	1.2	8	20	-4	-2	2	-2	-0.4	-13
O=C1CC(N2CCOCC2)C(=O)N1c1ccc(Cl)cc1 (stereo unspecified)	-0.1	2	15	-2	1	4	-3	0.4	-6
Cc1ccc(NC(=O)Cn2c(CCC(=O)O)ccc2-c2ccc(Cl)cc2)cc1	-0.6&1.5	4&2	-10&-33	17&-7	14&-2	4	-9&6	0.0&-0.9	-8&-24
O=C(Nc1ccccn1)c1ccc(C(=O)Nc2ccccn2)cc1	0.1	3	-8	-9	3	7	-2	0.7	2
CCOC(=O)N1CCN(C(=O)Cc2ccccc2[N+](=O)[O-])CC1	0.6	7	3	-6	11	6	2	0.0	-7
O=C1CC(C(=O)Nc2ccc(Cl)cc2)n2ncnc2N1 (stereo unspecified)	0.9	1	11	18	3	9	3	0.2	2
Cc1ccc2c(c1)N(Cc1ccc([N+](=O)[O-])cc1)C=NS2(=O)=O	-0.2	2	-5	-5	10	6	6	0.8	3
Cn1c(N)c(N2CCN(c3ccccc3)CC2)c(=O)[nH]c1=O	0.1	3	7	2	7	11	4	0.1	-1
COc1ccc2oc(C(=O)OCC(=O)NC3CCCCC3)c(C)c2c1	-0.2	3	-10	5	-1	1	1	-0.3	0
O=C(/C=C/c1ccc2c(c1)OCO2)NCCSCc1c(Cl)cccc1Cl	-0.7	42*	.	-7	7	34*	-7	-2.0	-32*
Cc1oc(-c2ccccc2)nc1CNC(=O)Nc1ccccc1	0.2	1	-10	1	-5	.	0	1.5	-17
COc1cccc(CNC(=O)c2ccc(NC(=O)N3CC(C)Sc4ccccc43)cc2)c1 (stereo unspecified)	-1.1	6	-20	-2	5	.	0	0.4	-18
CCN(CC)CCN(C(=O)CCOc1ccccc1)c1nc2ccc(F)cc2s1	0.4	0	1	-4	-6	1	-2	-0.4	-9
Oc1ccc(/C=N/Nc2cccc3cccnc23)c(O)c1	0.3	3	?	-5	-14	3	3	0.2	-4
O=C(NCc1ccco1)c1ccc2c(=O)n(CCC3=CCCCC3)c(=O)[nH]c2c1	0.4	4	-13	6	4	5	-10	0.2	1
CCOC(=O)c1cc2oc(C(c3nnnn3C3CCCCC3)N3CCOCC3)cc2[nH]1 (stereo unspecified)	0.2	3	-17	-3	-4	6	-6	0.5	11
O=C(CN(Cc1ccc(F)cc1)C(=O)c1csnn1)NC1CCCC1	-1.0	4	1	-3	-12	-11	-7	-1.6	12
COC(=O)c1c(C(=O)OC)c2ccncn2c1Cl	0.0	1	-5	-5	17	1	1	-1.0	5
CSc1nc(N)nc(SCC(=O)c2ccc(C)cc2)c1C#N	0.6	5	-3	3	1	23	-4	-0.3	-13
O=C(Cn1nnnc1CN1CCOCC1)N1CCC(c2cccc(Cl)c2)C1 (stereo unspecified)	0.0	0	-1	3	-13	-12	-5	1.1	6
Cc1nc2sc(C(c3ccc(Br)cc3)N3CC(C)OC(C)C3)c(O)n2n1 (stereo unspecified)	0.4	3	0	-3	-9	27	-5	0.2	2
CCOC(=O)c1cncc(C#CCO)c1	0.5	2	-15	-2	-1	0	-1	0.8	-5
CC(C)(C)c1ccccc1OCC(O)CN1CCN(c2ccccn2)CC1 (stereo unspecified)	0.6	7	-7	2	-16	62*	0	22	-2
CC1CCc2c(sc(NC(=O)c3cc(-c4ccc(F)cc4)on3)c2C(N)=O)C1 (stereo unspecified)	1.1	0	.	10	-1	.	1	0.3	-7
CC(C)(C)C(=O)CN1C2=NCCN2c2ccccc21	1.0	1	-11	-3	-8	8	7	0.0	-17
CC(=O)N1CCCc2cc(S(=O)(=O)N(C)CC(=O)Nc3ccc(F)cc3Cl)ccc21	0.1	7	-8	0	1	.	-3	0.0	-5
O=C(Cc1ccccc1[N+](=O)[O-])OCC(=O)c1c[nH]c2ccccc12	-0.2	2	-6	1	5	12	-5	-0.3	-38*
CC1(c2ccc3ccccc3c2)NC(=O)NC1=O (stereo unspecified)	0.1	2	8	2	3	-4	-7	0.2	23
COc1ccccc1OCCNC(=O)C1CCCCC1	1.2	34*	16	-6	4	-3	-3	1.2	4
CCc1ccc(CNC(=O)c2nn(-c3ccc(C)c(C)c3)nc2CO)cc1	3.5	7	-5	1	5	.	-2	1.6	1
O=C(Nc1cccc(Cl)c1Cl)C1CCN(C(=O)c2cccs2)CC1	-1.1	2	7	-3	0	-13	-2	-0.2	-6
CCOc1ccc(NC(=O)Cn2c(=O)n(CCCCC(=O)NCc3ccc4c(c3)OCO4)c(=O)c3ccccc32)cc1	-0.4	-2	.	5	17	.	2	0.4	-11
O=C1OC(/C(=C\NCc2ccccc2)[N+](=O)[O-])c2ccccc21 (stereo unspecified)	0.5	5	-2	-1	-10	-10	4	-0.1	2
CCc1ccc(CN(C)C(=O)C2CCC(=O)N(CCc3ccc(OC)cc3)C2)nc1 (stereo unspecified)	-0.3	4	0	-3	.	.	-6	.	-11
